# N370S GC: N370S glucocerebrosidase modulation, Gaucher chaperone candidate | N370S GC spleen homogenate, 4MU-glucoside fluorescence | AID 2101 | Potency, µM (doses to about 59.4 µM), for inactives: top-dose activity change, negative = inhibition, hits mostly inhibitors | 330,000 compounds, 0.092% hits;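 further: 0% = full enzyme activity and -100% = no enzyme basal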
# TDP1 block: blocks human tyrosyl-DNA phosphodiesterase 1 | Q9NUW8 | recombinant TDP1, AlphaScreen DNA substrate cleavage | Potency, µM (doses to about 130 µM), for the others: at the highest dose activity change, negative = inhibition, most hits filed as inhibitors | 350,000 compounds, 0.28% hits; further: nearly all actives have a fitted effect of over 40% in size
# Target sequence (Q9NUW8 whole entry, looked up): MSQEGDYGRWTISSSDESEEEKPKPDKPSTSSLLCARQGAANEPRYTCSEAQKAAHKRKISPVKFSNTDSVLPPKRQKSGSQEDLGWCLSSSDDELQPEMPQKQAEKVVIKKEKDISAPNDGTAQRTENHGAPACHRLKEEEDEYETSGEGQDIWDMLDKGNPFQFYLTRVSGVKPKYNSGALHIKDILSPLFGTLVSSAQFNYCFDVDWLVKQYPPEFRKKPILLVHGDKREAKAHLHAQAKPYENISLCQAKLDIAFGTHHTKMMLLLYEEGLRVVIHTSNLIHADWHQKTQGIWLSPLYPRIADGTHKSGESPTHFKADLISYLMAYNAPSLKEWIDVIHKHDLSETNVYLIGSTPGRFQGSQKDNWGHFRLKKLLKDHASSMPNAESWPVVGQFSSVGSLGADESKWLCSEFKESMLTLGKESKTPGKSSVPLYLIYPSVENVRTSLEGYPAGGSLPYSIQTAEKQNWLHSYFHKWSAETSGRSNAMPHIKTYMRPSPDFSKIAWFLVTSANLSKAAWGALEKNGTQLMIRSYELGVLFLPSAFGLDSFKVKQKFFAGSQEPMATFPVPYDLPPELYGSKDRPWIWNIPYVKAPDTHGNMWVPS
#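 AlphaScreen read-out: signal falls as enzyme removes the 3' tyrosine-FITC from a 5'-biotinylated DNA oligo (15 nM, 5 min, RT). Enzyme was E. coli-made recombinant Tdp1 at 1 nM, exposed to compound for 15 min beforehand; beads 10 ug/ml, 10 min.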
# FEN1 inhibitor: human FEN1 inhibition. 390,000 compounds, 0.35% hits. P39748. Potency, µM (doses to about 114 µM), without a hit: top-dose activity change, negative = inhibition, hits mostly inhibitors. Recombinant FEN1 flap cleavage, fluorescence, 15 min; further: nearly all actives have a fitted effect of over 65% in size
# Target sequence (P39748 whole entry, looked up): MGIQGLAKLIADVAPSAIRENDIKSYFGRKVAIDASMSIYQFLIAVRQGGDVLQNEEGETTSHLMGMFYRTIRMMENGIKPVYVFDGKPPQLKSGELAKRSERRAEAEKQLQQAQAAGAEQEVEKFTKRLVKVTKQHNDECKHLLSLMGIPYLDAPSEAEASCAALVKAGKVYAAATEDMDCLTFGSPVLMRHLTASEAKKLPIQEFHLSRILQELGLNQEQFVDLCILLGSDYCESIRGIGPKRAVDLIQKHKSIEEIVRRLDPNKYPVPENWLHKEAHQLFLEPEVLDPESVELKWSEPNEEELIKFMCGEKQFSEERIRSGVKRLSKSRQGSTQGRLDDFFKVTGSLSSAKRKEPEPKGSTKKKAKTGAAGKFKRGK
#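 FEN1 at 10 nM preincubated with compounds 15 min at room temperature, then flap DNA substrate added at 50 nM final. Signal read at 0 and 15 min; concentration-response fitted with four-parameter Hill equation.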
# An asterisk follows results filed as active; ? = inconclusive; / = not tested or not shown; & = joins results of further samples; [ ] = another dose, or the depositor's remark. The call rests on the fitted dose curve; in most records, active means well fitted curve in the direction sought with a large enough effect; inconclusive means small, poorly fitted or top-dose-only effect, or another doubt; inactive means no such curve, though single readings can be large; an effect the other way counts as inactive or inconclusive. Unless noted, on the % scale 0 is the no-effect control and ±100 the full control effect; potency means the concentration at half of the fitted maximal effect.
N370S GC | TDP1 block | FEN1 inhibitor | mol
-5% | / | -22% | Cc1ccc(CNC(=O)c2nnc(CS(=O)(=O)c3ccccc3)o2)cc1
/ | -6% | -2% | CCc1nn2c(=O)cc(COC(=O)c3cccc(NC(=O)CCc4ccccc4)c3)nc2s1
-8% | 1% | 15% | CCC(=O)c1ccc(OCC(=O)OCC(=O)NC2CCCCCCC2)cc1
-7% | / | -6% | COc1cc(CCC(=O)OCC(=O)Nc2sccc2C(N)=O)cc(OC)c1OC
-7% | / | -33% | O=[N+]([O-])c1ccc(N/N=C/c2cccc(O)c2)cc1
13% | / | 5% | CNC(=S)N1N=C(c2cccs2)CC1c1ccc(F)cc1 (stereo unspecified)
? | 2% | -14% | O=C(c1ccccc1)N1CCCC(c2ccc(Cl)cc2)=N1
0% | 4% | 5% | Cc1[nH][nH]c(=O)c1C(c1ccc(Br)cc1)c1c(C)[nH][nH]c1=O
2% | -2% | -13% | O=C(N/N=C/c1c[nH]c2ccccc12)c1cc(-c2ccc3ccccc3c2)n[nH]1
/ | 6% | 15% | COc1ccc(-c2noc(-c3ccc(N4CCCC4)c([N+](=O)[O-])c3)n2)cc1
7% | 2% | 12% | CC(Oc1ccc(C(=O)NC2CCCCC2)cc1)C(=O)O (stereo unspecified)
-1% | 4% | 6% | CCN(CC)C(=O)N1CCN(S(=O)(=O)c2ccc(C)c(C)c2)CC1
-3% | 6% | 3% | CCC(NC(=O)c1ccccc1NC(=O)c1ccco1)C(=O)O (stereo unspecified)
0% | 8% | -19% | c1cncc(-c2nn3c(Cn4cnc5ccccc54)nnc3s2)c1
-3% | 1% | 4% | CC(=O)Oc1ccc2nc(CN3C(=O)c4ccc([N+](=O)[O-])cc4C3=O)oc(=O)c2c1
/ | 0% | 17% | O=C(NCCN1CCOCC1)c1cccc(S(=O)(=O)Nc2ccc(F)cc2)c1
-1% | -1% | -5% | Cn1c(=O)c2c(c3ccccc31)OC(C)(C)CC2
/ | 3% | -1% | Cc1cccc(NC(=O)Cn2c(=O)n(Cc3nc(-c4ccccc4)no3)c(=O)c3ccccc32)c1
10% | 1% | / | Cc1sc2nc3n(c(=O)c2c1C)Cc1ccccc1-3
-7% | -3% | 1% | O=C(c1cn[nH]c1)c1cc(F)ccc1O
/ | 5% | 0% | Cc1ccccc1N1CCN(S(=O)(=O)c2nnc(NC(=O)c3ccc(C(C)C)cc3)s2)CC1
-7% | / | -13% | CCOC(=O)C1CCCN(c2c(NCCc3ccc(C)cc3)c(=O)c2=O)C1 (stereo unspecified)
4% | 7% | -10% | COc1ccccc1NC(=S)NC1CCCCCCCCCCC1
4% | -1% | 1% | Cc1ccc(N(C(=O)c2ccc(CN3CCOCC3)o2)C(C(=O)NCCC(C)C)c2cccs2)c(C)c1 (stereo unspecified)
/ | 5% | 8% | CCOc1ccc(NC(=O)CSc2cn(CC(=O)N3CCCCCC3)c3ccccc23)cc1
-8% | 3% | 2% | O=c1c2cnn(-c3ccccc3)c2ncn1Cc1cccnc1
7% | -4% | -9% | CC(C)[C@H](NC(=O)c1cccc(S(=O)(=O)N2CCCC2)c1)c1nc2ccccc2[nH]1
-4% | 3% | -1% | CCc1c(O)c(-c2ccccc2)c(=O)n(-c2ccccn2)c1-c1ccccc1
2% | 1% | ? | C=C(C)COc1ccc(-c2n[nH]c(C)c2-c2ccc(Br)cc2)c(O)c1
0% | -6% | -2% | Cc1ccc(NC(=O)CCS(=O)(=O)c2ccc(Br)s2)cc1
1% | 2% | 20% | Cc1ccc(CS(=O)Cc2ccc(C(=O)N3CCN(c4ccccn4)CC3)o2)cc1 (stereo unspecified)
-2% | 2% | -20% | COc1ccc2nc(NC(=O)CSC3=NCCS3)sc2c1
9% | 2% | -12% | CC(C)(C)NC(=O)C1CCN(S(=O)(=O)c2cccc3nsnc23)CC1
-26% | 2% | -18% | CCN1CCN(S(=O)(=O)c2ccc(C(=O)Nc3sc4c(c3C(N)=O)CCN(CC)C4)cc2)CC1
6% | 6% | 3% | O=C(Nc1ncc(Cc2cccc([N+](=O)[O-])c2)s1)c1ccco1
-16% | 6% | 7% | COc1ccc(Cl)cc1C(=O)Nn1c(-c2cccs2)nc2ccccc2c1=O
-2% | 1% | 0% | COc1ccc(NS(=O)(=O)c2ccc3c(c2)N(C(C)=O)CCO3)c(OC)c1
8% | 7% | -2% | COC(=O)c1c(NC(=O)CSc2nc(-c3ccco3)cc(C(F)(F)F)n2)sc2c1CCCC2
3% | -10% | 48%[activator] | CCN(CC)S(=O)(=O)c1ccc(-n2c(=O)c(C(C)C)c(C)n2C)cc1
/ | 0% | -5% | CC(C)OCCCNC(=O)CN1C(=O)COc2ccc(S(=O)(=O)N3CCOCC3)cc21
0% | 1% | 5% | O=C(COC(=O)/C=C/c1cccc(Br)c1)NCc1ccco1
/ | 2% | -1% | CCOc1ccc(Oc2nc(NC)nc(N3CCOCC3)n2)nn1
3% | -3% | -4% | O=C(O)CCSc1nnc(COc2ccc([N+](=O)[O-])cc2)n1-c1ccccc1
-15% | 6% | -4% | O=[N+]([O-])c1cc(C(F)(F)F)ccc1NCCNC(=S)Nc1ccc(Cl)cc1
5% | 1% | 8% | Cc1ccc(-n2c(-c3ccccc3)cc(=O)nc2C)cc1
-2% | / | 3% | Cc1ccc2nc(N3CCN(C)CC3)c(C=O)c(=O)n2c1
-3% | 7% | -2% | O=C1CSC(=Nc2cc(Cl)ccc2Cl)N1
2% | 5% | -2% | O=C(Cc1ccsc1)NCC(=O)Nc1ccc(F)c(F)c1
1% | 10% | -19% | CC(C)(C)NC(=O)NC(=O)COC(=O)CCCc1c[nH]c2ccccc12
1% | 5% | -4% | C/C(NC1CCCC1)=C(/C#N)C(N)=O
5%[2.35 µM] | -2% | 2% | CCc1ccc2[nH]c(=O)c(C(c3nnnn3Cc3ccc(OC)cc3)N3CCOCC3)cc2c1 (stereo unspecified)
-7% | -5% | 2% | Cc1ccc(-c2ccc(S(=O)(=O)Nc3cccnc3)cc2)cc1
-16% | 8% | ? | CN1CCN(c2ncnc3c2[nH]c2ccc(F)cc23)CC1
/ | 1%[12.3 µM] | -23% | COc1ccc(S(=O)(=O)N(CCc2ccccc2)CC(=O)Nc2ccc(C)c(C)c2)cc1OC
4% | 5% | 6% | COc1ccc(CCNC(=O)CSc2ccc3ccccc3c2)cc1OC
-7% | -2% | -12% | N#Cc1c(N)c(C#N)c(-c2ccc(O)cc2)c2c1CCCC2
-10% | / | 13% | c1cc(OCCCN2CCCCC2)ccc1CN1CCCCC1
14% | 6% | 16% | CCCS(=O)(=O)NCCc1cc2c(C)ccc(C)c2[nH]c1=O
-3% | 5% | 7% | O=C(Nc1ccccc1)C1CC(=O)n2ncnc2N1 (stereo unspecified)
-6% | / | 7% | CN1CCN(CCn2c(=S)[nH]c3ccccc3c2=O)CC1

# (cont.)
N370S GC | TDP1 block | FEN1 inhibitor | mol
/ | 6% | ? | CCN(CC)CC(C)CNC(=O)c1cc(-c2ccc(Br)s2)nc2ccccc12 (stereo unspecified)
-1% | / | 4% | O=C(N/C(=C/c1cccs1)C(=O)N1CCCC1)c1ccccc1
1% | / | 0% | CCc1cc(=O)oc2c(C)c(OCC(=O)N3CC[C@@]4(O)CCCC[C@H]4C3)ccc12
/ | 7% | -1% | COc1cccc(C(=O)N(Cc2ccc(C)o2)C2CCS(=O)(=O)C2)c1 (stereo unspecified)
/ | 0% | 0% | O=C(NCCCN1CCOCC1)C1CCN(S(=O)(=O)c2cccc(C(F)(F)F)c2)CC1
-2% | / | 2% | Cc1ccccc1-c1cccc(CN2CCN(C)C(CCO)C2)c1 (stereo unspecified)
0% | 0% | 0% | CCOC(=O)c1nnn(-c2ccc(OC)cc2)c1N
-5% | / | -18% | O=C(O)/C(=C\c1ccco1)NC(=O)c1ccco1
1% | 3% | -20% | Cc1c(OCC(=O)NCCCN2CCOCC2)ccc2c1oc(=O)c1ccccc12
-13% | 2% | 12% | O=C(CN1CCC(n2nnc3cc(F)ccc32)CC1)NC1CCCCC1
17% | 8% | -12%&3% | COc1cc(NC(=O)C(=O)Nc2ccc3nc4n(c(=O)c3c2)CCCCC4)cc(OC)c1OC
-6% | 1% | 1% | CC(=O)N/C(=C\c1ccc(Br)s1)C(=O)O
/ | 2% | -2% | Cc1ccc(Nc2sc(C(=O)c3ccccc3)c(N)c2C(=O)NC(C)C)cc1
10% | 3% | 1% | CN(C)S(=O)(=O)c1ccc(C(=O)N2CCC(c3nc4ccccc4o3)CC2)cc1
14% | 0% | -17% | O=C(C1CC1)N1CCc2cc(Br)cc(S(=O)(=O)NCc3ccco3)c21
/ | 7% | 3% | CCCCN(Cc1ccco1)C(=O)Cn1ncc2c([nH]c3ccccc32)c1=O
1% | 2% | -4% | CC(=O)c1ccc(OCCCC(=O)Nc2cccc(S(=O)(=O)N(C)C)c2)cc1
3% | 0% | -3% | CCCCN(Cc1ccccc1)C(=O)C1CCN(Cc2sccc2C)CC1
-8%[12.8 µM] | 7%[21 µM] | 12% | COC(=O)[C@H]1[C@@H](C)N(Cc2ccccc2)C(=O)N[C@H]1c1ccccc1
-5% | 3% | -17% | Cc1ccc(C)c(OCC(O)CN2CCC(CN3C(=O)c4cccc5cccc(c45)C3=O)CC2)c1 (stereo unspecified)
-10% | -2%&2% | -5%&-8% | COc1cc(Cl)c(C)cc1NC(=O)c1ccc2c(SCC(=O)O)c3c(nc2c1)CCCC3
28% | 11% | -24% | Cc1cc(C)cc(NC(=S)NCCc2c[nH]c3ccccc23)c1
-1% | 7% | -5% | O=C(COC(=O)c1ccc(N2CCCC2=O)cc1)c1ccc(OC(F)F)cc1
/ | 0% | -8% | COc1ccc2c(c1)sc1ncc(C(=O)NCc3ccc(Cl)cc3)c(=O)n12
-6% | 6% | -6% | Cc1ccc(C(C)C)cc1OCCn1cncn1
7% | 0% | 9% | CCCN(CCC)C(=O)c1ccccc1C(=O)N(CCC)CCC
-2% | 7% | -22% | Cc1c(CCOC(=O)c2ccc([N+](=O)[O-])cc2)sc[n+]1CC(=O)c1ccccc1
/ | 0% | -18% | O=C(c1cccc(S(=O)(=O)N2CCOCC2)c1)N(CCc1ccccc1)Cc1ccccc1
17% | 0% | 0% | CCOc1ccc(S(=O)(=O)NCc2cccs2)cc1
3% | -4% | 1% | O=C1NCCN1C(=O)N(c1ccccc1)c1ccccc1
-8% | / | 0% | CC(=O)N(Cc1cc(=O)[nH]c2ccccc12)c1ccccc1C
7% | 4% | 12% | CCCCCn1c(SC(C)C(C)=O)nc2c1c(=O)[nH]c(=O)n2C (stereo unspecified)
-6% | 0% | 7% | O=C(c1ccco1)N1CCN(/C(=N/S(=O)(=O)c2cccs2)c2ccccc2Cl)CC1
5% | / | -19% | Cc1c(NC(=O)Nc2ccc(C(C)(C)C)cc2)c(=O)n(-c2ccccc2)n1C
4% | 3% | 12% | O=C(Nc1ccc(C(=O)NCCCN2CCN(c3ccc(F)cc3)CC2)cc1)C1=CSCCO1
/ | 0% | 12% | COc1ccc2cc(C(=O)NCc3ccc4c(c3)CCN4C(=O)c3ccc(F)cc3)[nH]c2c1
-9% | 0% | 11% | CCOC(=O)N1CCN(C(=O)Nc2ccc3nccnc3c2)CC1
/ | 6% | -1% | Cc1ccc(SCc2nc(-c3ccc(C(=O)NCCc4ccc(Cl)cc4)cc3)oc2C)cc1
4% | 2% | 10% | Cc1ccc(NCN2C(=O)C3CC=C(Cl)CC3C2=O)cc1 (stereo unspecified)
1% | 6% | 11% | Cc1ccc2oc(=O)n(CC(=O)O)c2c1
/ | 0% | 7% | COc1ccc(NC(=O)CCOc2ccc(C)cc2)cc1S(=O)(=O)N1CCOCC1
5% | 0% | / | O=C(NCCc1ccccc1)c1ccccc1NC(=O)C1CCCCC1C(=O)O (stereo unspecified)
? | 7% | -16% | O=C(N/N=C/c1ccccc1OCc1ccccc1)c1cccs1

# Gathered by group, the entries above with a furan ring, fused or not
N370S GC | TDP1 block | FEN1 inhibitor | mol
-3% | 6% | 3% | CCC(NC(=O)c1ccccc1NC(=O)c1ccco1)C(=O)O (stereo unspecified)
4% | -1% | 1% | Cc1ccc(N(C(=O)c2ccc(CN3CCOCC3)o2)C(C(=O)NCCC(C)C)c2cccs2)c(C)c1 (stereo unspecified)
1% | 2% | 20% | Cc1ccc(CS(=O)Cc2ccc(C(=O)N3CCN(c4ccccn4)CC3)o2)cc1 (stereo unspecified)
6% | 6% | 3% | O=C(Nc1ncc(Cc2cccc([N+](=O)[O-])c2)s1)c1ccco1
8% | 7% | -2% | COC(=O)c1c(NC(=O)CSc2nc(-c3ccco3)cc(C(F)(F)F)n2)sc2c1CCCC2
0% | 1% | 5% | O=C(COC(=O)/C=C/c1cccc(Br)c1)NCc1ccco1
/ | 7% | -1% | COc1cccc(C(=O)N(Cc2ccc(C)o2)C2CCS(=O)(=O)C2)c1 (stereo unspecified)
-5% | / | -18% | O=C(O)/C(=C\c1ccco1)NC(=O)c1ccco1
14% | 0% | -17% | O=C(C1CC1)N1CCc2cc(Br)cc(S(=O)(=O)NCc3ccco3)c21
/ | 7% | 3% | CCCCN(Cc1ccco1)C(=O)Cn1ncc2c([nH]c3ccccc32)c1=O
-6% | 0% | 7% | O=C(c1ccco1)N1CCN(/C(=N/S(=O)(=O)c2cccs2)c2ccccc2Cl)CC1
